Screening data deposited in PubChem BioAssay by The Scripps Research Institute Molecular Screening Center.
IDE inh: inhibits human insulin-degrading enzyme in HEK cells | inhibition, % at 5.59 µM | FAbetaB cleavage, fluorescence polarization | 320,000 tested, 0.41% active;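 active means percent inhibition above the average of all tested compounds plus 3 SD, set per screening campaign, cut at about 16% in these data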;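 further: IDE supplied by intact live HEK cells; FP after avidin binding of uncleaved biotin substrate so inhibition keeps polarization high; 0% = DMSO wells and 100% = 60 µM reference IDE inhibitor Ii1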
Target sequence (P14735 whole entry, looked up): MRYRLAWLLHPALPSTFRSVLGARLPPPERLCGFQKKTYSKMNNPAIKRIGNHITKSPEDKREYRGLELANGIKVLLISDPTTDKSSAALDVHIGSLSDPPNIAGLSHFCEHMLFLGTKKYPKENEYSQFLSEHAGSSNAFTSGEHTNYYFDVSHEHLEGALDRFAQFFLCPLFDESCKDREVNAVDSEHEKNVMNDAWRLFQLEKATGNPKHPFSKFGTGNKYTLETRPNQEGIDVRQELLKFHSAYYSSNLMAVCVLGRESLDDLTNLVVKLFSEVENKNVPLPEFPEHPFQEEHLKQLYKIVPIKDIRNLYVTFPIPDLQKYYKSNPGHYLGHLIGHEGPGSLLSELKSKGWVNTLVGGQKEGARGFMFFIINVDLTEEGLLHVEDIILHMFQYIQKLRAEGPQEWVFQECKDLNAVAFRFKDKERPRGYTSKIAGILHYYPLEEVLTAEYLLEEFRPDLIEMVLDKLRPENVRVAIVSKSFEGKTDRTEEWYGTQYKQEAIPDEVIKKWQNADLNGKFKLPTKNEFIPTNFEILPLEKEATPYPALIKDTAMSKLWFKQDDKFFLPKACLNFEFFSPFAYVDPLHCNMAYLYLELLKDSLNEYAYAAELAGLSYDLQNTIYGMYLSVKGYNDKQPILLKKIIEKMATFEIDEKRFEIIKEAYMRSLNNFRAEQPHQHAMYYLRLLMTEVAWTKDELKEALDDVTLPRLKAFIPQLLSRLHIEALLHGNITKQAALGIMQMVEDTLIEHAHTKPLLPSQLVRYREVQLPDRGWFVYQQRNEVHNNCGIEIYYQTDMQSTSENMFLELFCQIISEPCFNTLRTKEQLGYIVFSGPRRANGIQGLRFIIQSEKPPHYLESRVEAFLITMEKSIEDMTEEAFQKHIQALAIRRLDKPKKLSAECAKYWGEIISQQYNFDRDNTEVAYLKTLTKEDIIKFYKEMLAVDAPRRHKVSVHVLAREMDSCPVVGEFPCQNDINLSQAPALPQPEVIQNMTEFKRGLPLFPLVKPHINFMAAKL
An asterisk follows results filed as active. Some of the compounds tested (hit frequency here may not be typical).

IDE inh | compound
4 | N#C/C(=C\c1ccc(-c2cccc([N+](=O)[O-])c2)o1)c1nnc(N2CCOCC2)n1-c1ccccc1
4 | CCOc1cc(/C=C2\SC(=Nc3ccc(F)cc3)N(c3ccc(F)cc3)C2=O)ccc1OCC(=O)O
0 | CC12C(=O)N(c3ccc(C(=O)N4CCOCC4)cc3)C(=O)C1C1c3ccccc3C2c2ccccc21 (stereo unspecified)
7 | O=C(CSc1nc2[nH]ncc2c(=O)[nH]1)Nc1nccs1
4 | O=C1N[C@@H](Cc2cn(S(=O)(=O)c3ccc(F)cc3)c3ccccc23)C(=O)N[C@H]1Cc1ccccc1
0 | COC(=O)n1c(=S)oc2cc(Cl)ccc21
-4 | CC(C)Oc1ccccc1C1CC(=O)Nc2c1c(=O)n(C)c(=O)n2C (stereo unspecified)
2 | O=C(NCc1ccccc1Cl)C1CCCN(c2nc3ccsc3c(=O)s2)C1 (stereo unspecified)
-1 | CC(C)c1cc(-c2cc(C(=O)Nc3ccccc3)on2)nc(NCC2CC2)n1
6 | COC(=O)CCCC1=CC2=CC(=O)C(C)(OC(=O)c3ccco3)C(=O)C2=CO1 (stereo unspecified)
0 | Cc1ccc[n+](CC(=O)c2ccccc2)c1
9 | CCOCCn1c(=NC(=O)c2cc(Cl)sc2Cl)sc2cc(S(N)(=O)=O)ccc21
7 | CCCOc1ccc(N2C(=O)CC(N3CCC(c4nc5ccccc5o4)CC3)C2=O)cc1 (stereo unspecified)
2 | O=C(NC1CCCCC1)NC1CC2CCC(C1)N2C(=O)NCc1ccccc1 (stereo unspecified)
-3 | COc1ccc(OC)c(CC(NC(C)=O)C(=O)NC2CCN(c3cc(C)nc4ncnn34)CC2)c1 (stereo unspecified)
1 | C/C(=N/O)c1ccc(N2C(=O)C3C4C=CC(C3C2=O)C2C3C(=O)N(c5ccc(/C(C)=N/O)cc5)C(=O)C3C42)cc1 (stereo unspecified)
8 | COc1ccc(-c2nn(-c3ccccc3)cc2/C=N/NC(=O)c2ccc3c(c2)OCO3)cc1
-3 | c1ccc(-c2nc(Sc3ncnc4c3cnn4-c3ccccc3)n[nH]2)cc1
1 | O=C(OCc1cc(Cl)ccc1OC(F)F)c1ccc([N+](=O)[O-])o1
-6 | COC(=O)[C@@H](NC(=O)O[C@@H]1C(=O)c2ccc(OC)cc2O[C@H]1c1cccc(C(F)(F)F)c1)C(C)C
-3 | COc1ccccc1-c1c(C(F)(F)F)oc2cc(OCC(=O)Nc3cc(C)ccc3C)ccc2c1=O
-1 | COc1ccc(Br)cc1/C=N/NC(=O)c1cc(Br)ccc1O
0 | Cc1cc(C(=O)OCC(=O)c2ccc(Br)s2)c(C)o1
-2 | CSc1ccc(CNc2ccccc2)cc1
3 | COC/C=C/C1=CC2=CC(=O)C(C)(OC(=O)c3cccs3)C(=O)C2=CO1 (stereo unspecified)
3 | CC(C)CC1NC(=O)c2ccc(Cl)cc2-n2c1nc1ccc(F)cc1c2=O (stereo unspecified)
2 | COC(=O)C(=C/C=C/N1CCOCC1)C(=O)OC
9 | O=C(N/N=C/c1ccco1)c1cc(C2CC2)nc2ccccc12
1 | CC12CC(NC(=O)N1c1cccc(C(=O)NCc3ccccc3)c1)c1ccccc1O2 (stereo unspecified)
7 | CC1(NC(=O)CC[N+](C)(C)CCO)CS(=O)(=O)CC1S(=O)(=O)[O-] (stereo unspecified)
4 | O=C(N/N=C/c1cccs1)c1cccc(NC(=O)c2ccc(Cl)cc2)c1
1 | CC(C)[C@H](NC(=O)[C@H](CC(=O)O)NC(=O)[C@H](CCCCN)NC(=O)[C@@H](N)CCCN=C(N)N)C(=O)N[C@@H](Cc1ccc(O)cc1)C(=O)O
-1 | CC(C)(C)OC(=O)N[C@@H](Cc1ccccc1)c1nnc(S(=O)(=O)Cc2ccccc2)o1
1 | N#CC1=C(N)Nc2ncnn2C1c1ccccc1 (stereo unspecified)
0 | COCC(=O)Nc1cc(Cl)ccc1C(F)(F)F
8 | O=S(=O)(c1ccc(F)cc1)N1CCCc2ccccc21
1 | CC(OC(=O)c1ccc2ncsc2c1)C(=O)N1CCCC1 (stereo unspecified)
4 | CCS(=O)(=O)C1=NN2C(=N)/C(=C\c3ccc(OS(=O)(=O)c4ccccc4)c(OC)c3)C(=O)N=C2S1
10 | O=C(/C=C/c1ccc2c(c1)OCO2)Nc1nc(-c2ccc(F)cc2)cs1
6 | CCn1cnc2sc(C(=O)N3CCN(Cc4ccc5c(c4)OCO5)CC3)c(C)c2c1=O
4 | CC(C)C(=O)c1cc2c(cc1NC(=O)Nc1cccc3ccccc13)OCCO2
0 | N#Cc1c[nH]n2c(=O)c3c(nc12)CCCC3
0 | CCc1ccc2nc3sc(C(=O)N4CCc5ccccc54)c(N)c3cc2c1
10 | COc1ccc(N/C(=C(/C(Cl)=C(Cl)Cl)[N+](=O)[O-])n2nnc3ccccc32)cc1OC
5 | N#Cc1nc(-c2ccc(F)cc2)oc1NCCCn1ccnc1
2 | CC(=O)Nc1ccc(Cc2nc3c([nH]2)c(=O)n(C)c(=O)n3C)cc1
2 | CN(C)CC(O)COc1ccc(-c2ccc(C#N)cc2)cc1 (stereo unspecified)
2 | Cn1c2ccccc2c(=O)c2c(=O)n(Cc3ccco3)c(-c3ccc(C(C)(C)C)cc3)nc21
0 | CCOC(=O)Cc1csc(NC(=O)c2ccc(Br)s2)n1
7 | COC(=O)c1ccccc1OCCCOc1ccc(C)cc1OC
-4 | CC(=O)Nc1ccc(NC(=O)Cc2ccc(F)cc2)cc1
1 | O=C(CCC(=O)N(CC(=O)NC1CCCCC1)c1ccc2c(c1)OCCO2)Nc1ccccn1
-2 | COc1ccccc1Nc1cc(C(=O)N2CCc3ccccc3C2)c2ccccc2n1
1 | COc1cc2[nH]c3c(N4CCC(C(N)=O)CC4)ncnc3c2cc1OC
3 | CCOc1ccc(-c2c(=O)n(OCc3ccc([N+](=O)[O-])cc3)c3ccccc3[n+]2[O-])cc1
0 | Cc1nc(SCc2ccccc2F)c2cnn(-c3ccccc3)c2n1
2 | Cc1cc(C)cc(NC(=O)CSc2ncc(S(=O)(=O)c3ccccc3)c(=O)[nH]2)c1
-3 | CC(C)CC1NC(=O)c2cc(Cl)ccc2-n2c1nc1cc(F)ccc1c2=O (stereo unspecified)
2 | CCC(C)(C)N=C(NC#N)Nc1cccnc1
1 | CCCc1nc2sc3ccccc3c(=O)c2c(=O)n1CCOC

An excerpt from above in order of their number in IDE inh, low to high.
IDE inh | compound
-3 | c1ccc(-c2nc(Sc3ncnc4c3cnn4-c3ccccc3)n[nH]2)cc1
-1 | CC(C)c1cc(-c2cc(C(=O)Nc3ccccc3)on2)nc(NCC2CC2)n1
1 | O=C(CCC(=O)N(CC(=O)NC1CCCCC1)c1ccc2c(c1)OCCO2)Nc1ccccn1

Additional compounds:
IDE inh | compound
1 | COc1ccc(Nc2cc(C(=O)NCc3ccco3)c3ccccc3n2)cc1
3 | CC(C)C[C@@H]1NC(=O)[C@H](Cc2ccc(O)cc2)NC(=O)[C@H](CCC(N)=O)NC(=O)c2cc([N+](=O)[O-])cc(I)c2NCC[C@@H](C(N)=O)NC1=O
-4 | CN(C)CCN(C(=O)c1ccc(N2C(=O)CCC2=O)cc1)c1nc2cc3c(cc2s1)OCCO3
-2 | Cc1nc2cc(N3CCCCC3)c(NC(=O)c3ccncc3)cc2c(=O)n1Cc1ccc(Cl)cc1
8 | NC(=O)[C@@H]1CCCNc2c(I)cc([N+](=O)[O-])cc2C(=O)N[C@@H](CCCN=C(N)N)C(=O)N[C@@H](CCCN=C(N)N)C(=O)N1
0 | C[N+]1(CC(=O)NNc2c3ccccc3nc3ccccc23)CCOCC1
-2 | Cc1cc(C)n(C(=O)c2ccncc2)n1
0 | O=C(Nc1cccc(F)c1)c1c(O)c2cccc3c2n(c1=O)CCC3
15 | CCCCc1ccc(C2C(C#N)=C(N)SC(N)=C2C#N)s1
15 | CCOc1ccc(C2C=C(c3ccc(C)cc3)Nc3ncnn32)cc1 (stereo unspecified)
-1 | Cc1nc(NC(=O)c2ccccc2)sc1-c1csc(Nc2ccc(Cl)cc2)n1
10 | Cc1ccc(C)n1-c1cccc(C(=O)O)c1
-2 | C[C@@H]1O[C@@H](OC2C(O)C(OCCc3ccc(O)c(O)c3)OC(CO)C2OC(=O)/C=C/c2ccc(O)c(O)c2)[C@H](O)[C@H](O)[C@H]1O (stereo partly specified)
1 | Cc1ccc(Cl)c(NC(=O)CN2CCN(C=O)CC2)c1
-1 | O=C1CCCC(=O)N1c1ccc(N2CCN(c3ccc([N+](=O)[O-])cc3)CC2)c([N+](=O)[O-])c1
7 | CCc1nnc(NS(=O)(=O)c2ccc(NC(=O)c3cc4ccccc4oc3=O)cc2)s1
5 | COc1ccc(OC)c(CNC(=O)c2cc(=O)[nH]c3ccc(S(=O)(=O)N4CCCC4)cc23)c1
0 | CC/C(=N\NC(C)=O)c1ccc(OC(F)F)cc1
1 | Cc1cn(S(=O)(=O)c2ccc(Br)c3ccccc23)cn1
-1 | Oc1c(Cl)cc(Cl)cc1Sc1cc(Cl)cc(Cl)c1O
6 | O=C(NCc1ccncc1)C(=O)NCC(c1ccccc1)c1ccccc1
1 | Cc1ccc(-n2c(SCC3CNC(=O)O3)nnc2-c2ccccc2)cc1C (stereo unspecified)
-3 | CCn1cc(C(=O)Nc2ccccc2)c(=O)c2ccc(C)nc21
-4 | Cc1c(N=c2c(=O)c3ccccc3c2=O)c(=O)n(-c2ccccc2)n1C
0 | COC(=O)CSc1nc2sc3c(c2c(=O)n1C1CCCCC1)CCN(C)C3
1 | Cc1sc2nc(CSc3ccc([N+](=O)[O-])cc3)[nH]c(=O)c2c1C
-1 | N/C(=N\c1nc(CSc2nnnn2-c2ccccc2)cc(=O)[nH]1)Nc1ccccc1
-4 | O=C(Nc1ccc(Cl)cc1)[C@@H]1[C@@H]2C(=O)N(c3ccc(Cl)cc3Cl)C(=O)[C@@H]2[C@H]2C=CC=NN21
-5 | CCOc1ccc(C(=O)N/N=C/c2c(C)[nH]c(=O)[nH]c2=O)cc1
5 | CC(C)(C)C(O)/C=C/c1ccc2c(c1)OCO2 (stereo unspecified)
1 | O=C1CN(CC(=O)N2CCOCC2)c2ccccc2O1
-2 | COc1ccc(CN2C(=O)C(Cc3ccccc3)Nc3ncnc(N4CCc5ccccc5C4)c32)cc1 (stereo unspecified)
12 | COc1cc(OC)c(-c2nnc3n(CCc4ccccc4)c(=O)c4ccccc4n23)cc1OC
3 | Cc1cccc(-n2ncc3c(N4CCc5ccccc54)ncnc32)c1
0 | Cc1ccc(OCCCC(=O)NCc2ccco2)c(C)c1
-1 | Cc1ccc(S(=O)(=O)/N=C2/NC(=O)/C(=C/c3ccncc3)S2)cc1
0 | O=C(N/N=C(\Cc1ncc[nH]1)c1ccccc1)c1ccccc1
2 | O=C(Nc1ccccc1C(=O)N1CCNCC1)c1ccco1
-1 | Brc1ccc(-c2ccc(C3Nc4cccc5cccc(c45)N3)o2)cc1
2 | O=C(NC1CCCCC1)C(c1ccc(Cl)cc1)N(C(=O)c1ccccn1)c1cccnc1 (stereo unspecified)
3 | COc1ccccc1N=C1SC(C)CN1C(=O)C1CCC1 (stereo unspecified)
0 | Oc1ccc(-c2nnc(-c3ccccc3)c(-c3ccccc3)n2)cc1
-1 | O=C(N=Nc1ccc(NOC(=O)c2ccccc2Br)cc1)c1ccccc1O
1 | COc1cc(/C=C(\C#N)C(=O)Nc2cccc3ncccc23)ccc1O
-5 | CC(C)=CCc1cc2c(=O)c3c(O)c4c(cc3oc2c(O)c1O)OC(C)C4(C)C (stereo unspecified)
7 | Cc1sc2nc(-c3ccccc3)[nH]c(=O)c2c1-c1ccccc1
15 | Cc1nnc(NC(=O)c2csc3c2CCCC3)s1
-2 | COC(=O)c1ccc(NC(=O)c2cnc3scc(C)n3c2=O)cc1
3 | COc1ccc(CCN(Cc2cc3cccc(C)c3n3nnnc23)C(=O)c2ccncc2)cc1OC
-6 | CSc1nc(C)cc(-c2cc(C(=O)Nc3ccccc3)on2)n1
3 | O=C(COC(=O)/C=C/c1cccc(Cl)c1)Nc1ccccc1-c1ccccc1
0 | Cc1ccc2c(c1)-n1c(nc3ccccc3c1=O)C(Cc1ccccc1)NC2=O (stereo unspecified)
-6 | O=c1[nH]c(CSc2nc3ccccc3s2)nc2cc(Cl)ccc12
-2 | Cc1ccccc1NC(=O)c1snc2c(=O)[nH]cnc12
0 | CCCCc1ccc(/C=C2\C(=O)c3ccccc3C(O)=C2C(=O)OCC)cc1
2 | NS(=O)(=O)c1ccc(CNC(=O)/C=C/c2c(Cl)cccc2Cl)cc1
1 | C/C(=C\c1ccccc1)C1Nc2cccc3cccc(c23)N1
0 | O=C1C(Cc2ccccc2)Nc2ncnc(N3CCc4ccccc4C3)c2N1Cc1ccc(Br)cc1 (stereo unspecified)
1 | CCOc1ccc(OCCCCNCCN)cc1
4 | O=c1nc2n(Cc3ccccc3)c3ccccc3cc-2c(=O)[nH]1

4 entries from above, ordered by length of the SMILES, rising.
IDE inh | compound
2 | CCC(C)(C)N=C(NC#N)Nc1cccnc1
7 | O=C(CSc1nc2[nH]ncc2c(=O)[nH]1)Nc1nccs1
-1 | O=C(N=Nc1ccc(NOC(=O)c2ccccc2Br)cc1)c1ccccc1O
3 | COc1ccc(CCN(Cc2cc3cccc(C)c3n3nnnc23)C(=O)c2ccncc2)cc1OC

Next section
IDE inh | compound
3 | CN1CCN(CC(=O)N2c3ccccc3C(=O)Nc3cccnc32)CC1
7 | C(=C1/CCCC2=C1Nc1ncnn1C2c1ccccc1)/c1ccccc1 (stereo unspecified)
-13 | COc1ccc(/C=C2\CCCc3c2nc2ccccc2c3C(=O)OCC(=O)c2c(N)n(C)c(=O)n(C)c2=O)cc1
101* | CCCN1C=CC(=C/C=C(\C#N)C(=O)OCC)C=C1

5 compounds drawn at random from the list so far:
IDE inh | compound
0 | CCOC(=O)Cc1csc(NC(=O)c2ccc(Br)s2)n1
2 | O=C(Nc1ccccc1C(=O)N1CCNCC1)c1ccco1
4 | CC(C)C(=O)c1cc2c(cc1NC(=O)Nc1cccc3ccccc13)OCCO2
2 | Cc1cc(C)cc(NC(=O)CSc2ncc(S(=O)(=O)c3ccccc3)c(=O)[nH]2)c1
-2 | C[C@@H]1O[C@@H](OC2C(O)C(OCCc3ccc(O)c(O)c3)OC(CO)C2OC(=O)/C=C/c2ccc(O)c(O)c2)[C@H](O)[C@H](O)[C@H]1O (stereo partly specified)
